# Bioassay records: PubChem, National Center for Advancing Translational Sciences (NCATS)
# Nrf2 inh: Nrf2 qHTS screen for inhibitors; 360,000 tested, 2.1% active; Potency, µM (highest dose often 46 µM), without a hit: at the highest dose activity change, negative = inhibition, hits mostly inhibitors; A549 ARE-Fluc reporter, luciferase luminescence, 18-24 h; AID 504444, 2011; further: potency means the concentration at half of the fitted maximal effect; on the % scale 0 is the no-effect control and ±100 the full control effect; nearly all actives have a fitted effect of over 60% in size
#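 Concentration-response testing used A549 ARE_Fluc cells at 5000 cells/well. Following an 18-24 h compound incubation, viability was read by fluorescence (Ex 405/Em 525) and luciferase output by luminescence.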
# IL-2 act: qHTS of IL-2 Activators; AID 652025, 2013; IL-2 activation reporter assay, cell-based qHTS; stimulated with anti-CD3/CD4/CD28 beads; in transgenic mouse T cells; activation, % (series mostly up to about 46 µM); 360,000 tested, 0.065% active; in the data active means activation above about 50%; inconclusive means mostly about 30% to 49%; further: 0% is about no effect
#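 Readout is EGFP and DsRed signal by fluorescent plate cytometry after 18 h at 37 degrees C. Transgenic mouse T cells (750/well) received compound for 60 min before bead stimulation (anti-CD3, anti-CD4, anti-CD28); memory T cells served as non-tolerant control.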
# HepG2 viability: qHTS for Inhibitors of TGF-b: Cytotox Counterscreen; HepG2 CAGA-GFP viability, ATP luminescence, 18 h; Potency, µM (doses to about 46.1 µM), for the others: at the top dose activity change, negative = cytotoxicity, most hits filed as cytotoxic; 410,000 tested, 0.76% active; AID 588856, 2011; further: potency means the concentration at half of the fitted maximal effect; some results filed as inactive show a strong effect at the top dose
#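 CellTiter-Glo luminescence gave cytotoxicity after 18 hours at 37 degrees C. The cells were HepG2 CAGA-GFP in 1% FBS DMEM, stimulated with 500 pg/mL TGF-beta after compound addition. %Activity was normalised to no-cell wells (complete cell-killing) and DMSO (no toxicity), and curves were fitted and classified.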
# Nrf2 activator: qHTS of Nrf2 Activators; AID 624171, 2012; AREc32 ARE-luciferase reporter (MCF7-derived line), luminescence, 24 h; Potency, µM (doses to about 46.1 µM), for inactives: at the top dose activation, usual class: activators; 410,000 tested, 0.31% active; further: potency means the concentration at half of the fitted maximal effect; % of control where 0% means no effect; nearly all actives have a fitted effect of over 65% in size
#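 AREc32_Fluc, 1000 cells/well, OPTI-MEM + 5% FBS, o/n 37 deg C 5% CO2; 23 nL cpd by pin tool, 24 hr; Steady-Glo 30 min RT, luminescence.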
# S2 tox: Viability Counterscreen for Primary qHTS for Inhibitors of ATXN expression | S2 cells (HEK-293 line with an ATXN2-luciferase reporter) viability, CellTiter-Fluor protease fluorescence, 24 h | Potency, µM (doses to about 56.7 µM), usual class: cytotoxic | 400,000 tested, 0.49% active; further: potency means the concentration at half of the fitted maximal effect; nearly all actives have a fitted effect of over 40% in size
# TGFb inhibitor: qHTS for Inhibitors of TGF-b; 410,000 tested, 1.2% active; AID 588855, 2011; Potency, µM (doses to about 46.1 µM), inactives show top-dose activity, negative = inhibition, hits mostly inhibitors; HepG2 CAGA-GFP TGF-b/SMAD3 reporter, GFP fluorescence, 18 h; TGF-beta stimulated, 500 pg/mL final; further: potency means the concentration at half of the fitted maximal effect; on the % scale 0 is the no-effect control and ±100 the full control effect; nearly all actives have a fitted effect of over 65% in size
#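 Inhibition of TGF-beta-driven CAGA-GFP reporter expression in HEPG2 cells is measured by cellular GFP fluorescence after 18 h stimulation with 500 pg/mL recombinant TGF-beta in 1% FBS medium at 37 degrees C.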
# EPAC2 agonist: qHTS for Agonist of cAMP-regulated guanine nucleotide exchange factor 4 (EPAC2): primary screen | EPAC2 activation, biochemical qHTS; response scale: 100% = 6.5 mM cAMP response | Potency, µM (doses to about 154 µM), for the others: at the top dose activation, hits mostly activators | 360,000 tested, 0.079% active; further: potency means the concentration at half of the fitted maximal effect; nearly all actives have a fitted effect of over 50% in size
# Target sequence (Q8WZA2 whole entry, looked up): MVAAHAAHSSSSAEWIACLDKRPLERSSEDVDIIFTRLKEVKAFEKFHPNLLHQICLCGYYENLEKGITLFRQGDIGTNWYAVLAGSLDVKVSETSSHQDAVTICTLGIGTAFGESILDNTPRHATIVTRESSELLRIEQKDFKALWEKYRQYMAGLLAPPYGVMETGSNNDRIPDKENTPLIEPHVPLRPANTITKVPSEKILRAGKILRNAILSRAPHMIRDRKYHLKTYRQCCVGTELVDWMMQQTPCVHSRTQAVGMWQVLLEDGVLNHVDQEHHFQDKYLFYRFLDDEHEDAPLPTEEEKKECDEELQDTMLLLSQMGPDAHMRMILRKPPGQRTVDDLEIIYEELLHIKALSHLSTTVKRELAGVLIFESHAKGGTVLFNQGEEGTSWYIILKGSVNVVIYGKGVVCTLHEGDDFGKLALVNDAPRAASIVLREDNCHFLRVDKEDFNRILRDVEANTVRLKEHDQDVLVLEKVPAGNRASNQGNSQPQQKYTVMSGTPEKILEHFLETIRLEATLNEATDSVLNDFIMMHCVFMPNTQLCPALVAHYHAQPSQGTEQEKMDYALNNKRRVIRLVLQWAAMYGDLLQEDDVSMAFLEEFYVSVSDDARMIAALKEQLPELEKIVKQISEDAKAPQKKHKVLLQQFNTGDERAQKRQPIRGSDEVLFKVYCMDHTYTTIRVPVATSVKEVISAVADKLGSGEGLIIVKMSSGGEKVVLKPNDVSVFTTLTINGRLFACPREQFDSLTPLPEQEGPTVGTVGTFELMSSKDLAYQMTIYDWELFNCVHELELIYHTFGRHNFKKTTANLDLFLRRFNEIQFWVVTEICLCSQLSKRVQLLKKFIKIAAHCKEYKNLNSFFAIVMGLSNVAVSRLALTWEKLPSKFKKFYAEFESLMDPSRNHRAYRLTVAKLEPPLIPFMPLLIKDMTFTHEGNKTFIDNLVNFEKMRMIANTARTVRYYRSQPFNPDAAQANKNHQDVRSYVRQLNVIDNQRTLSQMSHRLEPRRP
#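 In this primary screen, activation is scored as increased exchange of BODIPY-GDP from Rap1B by 100 nM EPAC2, with 50 uM GDP as competitor. Signal is normalized to the 6.5 mM cAMP agonist control.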
# A549 tox: Nrf2 qHTS screen for inhibitors: counterscreen for cytotoxicity | A549 ARE-Fluc cells, CellTiter-Fluor viability, 18-24 h | Potency, µM (titrated, usually from 46 µM), inactives show at the highest dose activity change, negative = cytotoxicity, most hits filed as inhibitors | 390,000 tested, 0.16% active | AID 504648, 2011; further: potency means the concentration at half of the fitted maximal effect; on the % scale 0 is the no-effect control and ±100 the full control effect
#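 A549 ARE_Fluc cells in 5% FBS OPTI-MEM were exposed to compounds in concentration-response for 18-24 h at 37 deg C. Viability was read by CellTiter-Fluor fluorescence (Ex 405/Em 525) after 30 min, before the luciferase read.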
# ATXN2 expr inh: Primary qHTS for Inhibitors of ATXN expression; HEK-293 ATXN2-luciferase reporter, luminescence, 24 h; Potency, µM (highest dose often 57 µM), inactives show at the highest dose activity change, negative = inhibition, actives largely listed as inhibitors; 360,000 tested, 0.72% active; AID 1745845, 2022; further: potency means the concentration at half of the fitted maximal effect; on the % scale 0 is the no-effect control and ±100 the full control effect; nearly all actives have a fitted effect of over 55% in size
#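 ATXN2-luciferase reporter cells (luciferase flanked by upstream and downstream ATXN2 gene portions) were treated 24 h at 37 °C with compounds at up to 57 uM. SteadyGlo luminescence gave expression; GF-AFC fluorescence gave viability.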
# Active calls of the source: *; i = inactive; ? = inconclusive; / = no result given; [ ] = another dose, or the depositor's remark. Unless noted, the call rests on the fitted dose curve; in most records, active means well fitted curve in the direction sought with a large enough effect; inconclusive means small, poorly fitted or top-dose-only effect, or another doubt; inactive means no such curve, though single readings can be large; an effect the other way counts as inactive or inconclusive.
compound,Nrf2 inh,IL-2 act,HepG2 viability,Nrf2 activator,S2 tox,TGFb inhibitor,EPAC2 agonist,A549 tox,ATXN2 expr inh
COc1ccc(-c2cc3c(=O)n(CC(=O)NCCCN4CCC(Cc5ccccc5)CC4)ncn3n2)cc1,?,-3.0,-13%,2.3%,i,-7%,13%,12%,?
O=C(COC(=O)Cc1ccc(S(=O)(=O)N2CCOCC2)s1)NCCc1ccccc1,0%,0.7,7%,-0.3%,i,-6%,11%,7%,2%
Nc1ccc(S(=O)(=O)c2ccccc2)nc1,-10%,-2.1,-36%,-0.1%,i,-6%,2%,2%,/
CC(=O)Nc1cccc(-c2nnc(SCC(=O)c3cc([N+](=O)[O-])ccc3Br)o2)c1,-5%,/,-64%,?,/,?,/,-17%,/
CC(C)OCCCNC(=S)N1CCC(C(=O)c2ccc(F)cc2)CC1,/,-1.5,-17%,-0.7%,i,-6%,11%,/,/
CCOc1ccc(NC(=O)CN2CCN(Cc3ccccc3)S2(=O)=O)cc1,/,/,-25%,20%,i,?,/,1%,1%
Cc1ccc(NC(=S)NCc2ccccc2Cl)c(C)c1,-6%,1.1,-27%,0.0%,i,-18%,4%,17%,12%
CC(/C=C/c1ccc(N(C)C)cc1)=N\N=C1\NC(=O)CC(C(=O)Nc2ccccc2)S1 (stereo not given),-22%,-0.3,2%,3.8%,i,16µM*,?,-28%,4%
CSCCC(Nc1ccc(S(=O)(=O)N2CCOCC2)cc1[N+](=O)[O-])C(=O)OCC(=O)N(C(C)C)C(C)C (stereo not given),-3%,-1.1,-2%,-0.9%,i,?,-15%,-6%,2%
COC(=O)Cn1c(C(=O)N(C)C)cc2c1C[C@H]1CN(C(=O)c3ccccc3)[C@@](Cc3ccc(F)cc3)(C(=O)OC)[C@@H]21,/,-0.1,/,-0.7%,i,/,2%,/,10%
N#CCCN(Cc1ccccc1)C(=O)Nc1ccccc1,4%,-0.3,-3%,-0.7%,i,8%,1%,5%,20%
O=S(=O)(O)c1ccc(NN=Cc2ccccc2O)cc1,3%,0.1,2%,0.6%,i,6%,-9%,-2%,-6%
CCCCC(=O)Nc1cc(-c2nc3ncccc3o2)ccc1C,0%,1.3,3%,0.2%,i,4%,0%,3%,-1%
CCOc1ccc(NC(=NCc2ccc3c(c2)OCO3)SC2CC(=O)N(c3ccc(OCC)cc3)C2=O)cc1 (stereo not given),15µM*,0.7,-18%,0.2%,i,-18%,8%,-27%,-28%
Cc1cc(Cl)c(S(N)(=O)=O)cc1OCC(=O)NC1CCCCC1,-4%,-2.4,-29%,0.0%,i,0%,10%,3%,-1%
CCCc1nc2c(C)cc(Br)cn2c1Cc1ccccc1,/,-0.7,-16%,11%,?,-26%,10%,/,?
Cc1ccc(S(=O)(=O)CC(=O)N2CCCC2)cc1,/,-1.2,-37%,-0.5%,i,22%,1%,1%,3%
C=CCOc1ccc(/C=C/C(=O)OCC(=O)N(C)CC(=O)Nc2ccc(F)cc2)cc1,3%,-4.0,-2%,1.6%,i,-10%,-9%,10%,-3%
Cc1nc(N)nc(N(C)c2ccccc2)c1Br,-21%,-0.1,-3%,0.3%,i,-10%,-2%,-1%,-17%
C=CCN1C2CCCC1CC(NC(=S)Nc1cccc(OC)c1)C2 (stereo not given),5%,-0.1,-23%,-0.8%,i,2%,4%,-1%,4%
O=C(/C=C/c1ccccc1)NNC(=O)c1cccc(Cl)c1,0%,-2.5,-1%,-0.4%,i,-17%,2%,-6%,7%
CCN(CC)S(=O)(=O)c1cccc(-c2nnc(SCC(N)=O)n2CCc2ccccc2)c1,4%,-1.5,-13%,0.0%,i,19%,7%,13%,-4%
O=C(N/C(=C\c1ccc([N+](=O)[O-])cc1)C(=O)N1CCCCC1)c1ccc(Br)o1,8%,3.0,6%,0.4%,i,5%,9%,1%,-11%
COc1ccccc1OCCCC(=O)Nc1nccs1,?,0.9,-1%,3.7%,i,-14%,5%,7%,3%
COC(=O)c1ccc(C23CC4(C2)[C@H](CN(CC2CCCCC2)[C@@H]4c2ccccc2)C3c2ccc(C(F)(F)F)cc2)cc1 (stereo not given in full),1%,0.6,-28%,5.7%,i,?,-7%,1%,4%
S=c1[nH]cnc2scc(-c3ccccc3)c12,-12%,-0.1,-17%,4.7%,i,-6%,13%,12%,-33%
O=C(NCc1ccc(F)cc1)c1ccc2c(Cl)c3c(nc2c1)CCCC3,-8%,/,-26%,16%,/,?,/,-5%,/
Cc1ccc(-n2nnnc2CNC(=O)c2ccccc2C)cc1C,/,/,-26%,-0.9%,i,0%,/,9%,-13%
CC1=NN(C(C#N)c2ccc(F)cc2)C(C)(C)C1 (stereo not given),?,0.3,2%,-0.6%,i,-6%,4%,-2%,4%
N#CC1(NC(=O)COc2ccc(S(=O)(=O)N3CCCC3)cc2[N+](=O)[O-])CCCCC1,?,-0.2,-16%,-0.2%,i,20%,8%,-11%,-2%
CCCn1c(SCC(=O)NCc2ccc(OC)cc2)n[nH]c1=O,-1%,1.4,-13%,-0.7%,?,5%,1%,-1%,?
CCCCN(C)C(=O)c1[nH]c(C(F)(F)F)nc1-c1ccccc1,/,0.7,-21%,-0.3%,i,8%,2%,/,4%
CC1(c2nnnn2Cc2ccccc2)CCC(=O)N1Cc1cccs1 (stereo not given),/,1.1,/,-0.3%,i,/,0%,/,-1%
CS(=O)(=O)c1ccc(Cl)c(NC(=O)Cc2c(Cl)cccc2Cl)c1,-7%,-1.3,-1%,2.0%,i,6%,8%,1%,/
Cc1ccc2c(c1)C(=O)CC(O)(C(F)F)O2 (stereo not given),?,2.8,8%,0.1%,i,3%,1%,-1%,-32%
Cc1ccc(C)c(NC(=O)Cc2nc(CNCC(C)C)cs2)c1,4%,-1.9,-6%,3.6%,i,-2%,6%,0%,-18%
CC1Cc2cc(S(=O)(=O)NCc3ccc(F)cc3)ccc2N1C(=O)C1CCC1 (stereo not given),/,/,-12%,-0.3%,/,?,/,4%,/
CC1CCCC(NC(=O)COC(=O)CN2C(=O)C3CCCCC3C2=O)C1C (stereo not given),14%,-3.8,4%,-0.4%,i,3%,-10%,-5%,16%
O=C(c1ccccc1)N1CCN(C(=O)c2ccccc2Br)CC1,0%,-2.3,-3%,0.0%,i,-4%,-1%,0%,-7%
Cc1cccc(OCC(=O)N(Cc2ccccc2)c2c(N)n(Cc3ccccc3)c(=O)[nH]c2=O)c1,?,-0.3,-12%,1.0%,i,-4%,-1%,1%,?
O=C(NCc1ccccc1Cl)c1ccncc1,0%,0.4,0%,0.1%,i,8%,15%,2%,-18%
Cc1ccc(S(=O)(=O)N=Nc2c(O)[nH]c3ccccc23)cc1,-17%,0.4,-3%,-0.6%,?,-5%,1%,0%,1%
O=C(Nc1ccc(Cl)cn1)c1ccccc1F,3%,0.6,-15%,13%,i,1%,7%,-7%,35%[activator]
Cc1ccc(S(=O)(=O)c2cc(C#N)c(=O)[nH]c2N)cc1,-3%,-1.6,3%,-0.2%,?,5%,10%,-4%,?
O=C(NCC1CCCO1)c1ccc[nH]1 (stereo not given),0%,-1.2,0%,-0.2%,i,-4%,8%,-3%,-10%
CCOC(=O)CN1C(=O)/C(=C/c2c(F)cccc2Cl)Oc2ccccc21,?,-1.0,-3%,0.3%,i,20%,-4%,2%,6%
CCOC(=O)Cc1nn(CC)c(=O)c2ccccc12,9%,0.2,8%,-0.3%,i,-4%,9%,2%,-14%
COc1ccc(C2=Nn3c([n+](C)c4ccccc43)SC2)cc1,2.1µM*,-3.1,-6%,-0.3%,?,?,6%,-25%,/
OCc1nc2ccccc2n1CCCc1ccccc1,/,-2.7,6%,4.8%,?,-11%,3%,/,/
CCC(C)NC(=O)c1cc(-c2cccs2)nc2ccccc12 (stereo not given),9%,-0.7,2%,6.4%,i,4%,1%,15%,-25%

# Next part:
compound,Nrf2 inh,IL-2 act,HepG2 viability,Nrf2 activator,S2 tox,TGFb inhibitor,EPAC2 agonist,A549 tox,ATXN2 expr inh
Cc1ccc(S(=O)(=O)N2CCC(=O)N([C@H](COCc3ccc(Cl)c(Cl)c3)Cc3ccccc3)CC2)cc1,/,-0.9,/,0.1%,?,/,7%,/,11%
CC(=O)N1CCc2cc(S(=O)(=O)NC3CCCc4ccccc43)ccc21 (stereo not given),6.3µM*,-4.3,-25%,3.5%,i,-3%,11%,-8%,-17%
CC1CN(C(=O)CSc2nnc(-c3ccncc3)n2-c2ccccc2)CC(C)O1 (stereo not given),3%,-0.2,-5%,-0.3%,i,-3%,7%,11%,18%
O=C(Nc1ccc(CN2CCOCC2)cc1)c1cccc(F)c1,/,1.0,2%,-0.6%,i,?,1%,-1%,24%

# An excerpt from above with just EPAC2 agonist:
compound,EPAC2 agonist
CC(=O)N1CCc2cc(S(=O)(=O)NC3CCCc4ccccc43)ccc21 (stereo not given),11%
O=C(Nc1ccc(CN2CCOCC2)cc1)c1cccc(F)c1,1%
Cc1ccc(S(=O)(=O)N2CCC(=O)N([C@H](COCc3ccc(Cl)c(Cl)c3)Cc3ccccc3)CC2)cc1,7%
